ANO1 activ = activates or potentiates the mouse TMEM16A chloride channel; Q8BHY3; HEK293 TMEM16A/YFP-H148Q/I152L, iodide quench fluorescence; stronger effect = lower value; B-score at 10 µM; hit rate 0.3% among 340,000; AID 623877;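 active = fluorescence-ratio B-score plate-corrected deviation score at least 3 library SD below zero, with starting fluorescence score within 5 deviations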;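 also: channel opened by trigger with iodide after compound preincubation; score built on the fluorescence ratio of max minus min over baseline; more negative score means more quench and so TMEM16A activation or potentiation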
ANO1 block = blocks the mouse calcium-activated chloride channel TMEM16A | Q8BHY3 | HEK293 TMEM16A/YFP iodide influx fluorescence, ionomycin | normalized B-score (activity score, 25-100; higher = stronger inhibition) at 10 µM | hit rate 1.2% among 310,000;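 active = ratio plate-corrected score three or more library SD toward inhibition, starting fluorescence score within five deviations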;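 also: score derived from kinetic fluorescence span divided by baseline fluorescence per well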
SKKanGAS inh = blocks kanamycin growth of S. pyogenes SKKanGAS strain; inhibition, % at 7.5 µM; BacTiter-Glo, 6 h; hit rate 1.3% among 300,000;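 active = mean replicate score, as percent of positive control median, at least 50; inconclusive = mean below 50 but one replicate at or above 50; inactive = mean and every replicate below 50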;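 also: strain carries kanamycin resistance gene driven by streptokinase promoter and grows in 40 µg/ml kanamycin; loss of luminescence reflects streptokinase promoter inhibition or plain growth inhibition; 0% = median of DMSO wells and 100% = positive control at its reference dose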
TRPC6 inhibitor = inhibitors of mouse TRPC6 channel. Q61143. HEK293-TRPC6, membrane potential dye, ACh-evoked depolarization; stronger effect = lower value. B-score at 10 µM. hit rate 1.1% among 310,000;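 active = B-score under library mean minus 3 SD, initial fluorescence not abnormally high, positive integrated signal ratio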;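 also: B-score derived from integrated fluorescence ratio over the kinetic read; more negative B-score means stronger inhibition of depolarization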
Target sequence (Q61143 whole entry, looked up): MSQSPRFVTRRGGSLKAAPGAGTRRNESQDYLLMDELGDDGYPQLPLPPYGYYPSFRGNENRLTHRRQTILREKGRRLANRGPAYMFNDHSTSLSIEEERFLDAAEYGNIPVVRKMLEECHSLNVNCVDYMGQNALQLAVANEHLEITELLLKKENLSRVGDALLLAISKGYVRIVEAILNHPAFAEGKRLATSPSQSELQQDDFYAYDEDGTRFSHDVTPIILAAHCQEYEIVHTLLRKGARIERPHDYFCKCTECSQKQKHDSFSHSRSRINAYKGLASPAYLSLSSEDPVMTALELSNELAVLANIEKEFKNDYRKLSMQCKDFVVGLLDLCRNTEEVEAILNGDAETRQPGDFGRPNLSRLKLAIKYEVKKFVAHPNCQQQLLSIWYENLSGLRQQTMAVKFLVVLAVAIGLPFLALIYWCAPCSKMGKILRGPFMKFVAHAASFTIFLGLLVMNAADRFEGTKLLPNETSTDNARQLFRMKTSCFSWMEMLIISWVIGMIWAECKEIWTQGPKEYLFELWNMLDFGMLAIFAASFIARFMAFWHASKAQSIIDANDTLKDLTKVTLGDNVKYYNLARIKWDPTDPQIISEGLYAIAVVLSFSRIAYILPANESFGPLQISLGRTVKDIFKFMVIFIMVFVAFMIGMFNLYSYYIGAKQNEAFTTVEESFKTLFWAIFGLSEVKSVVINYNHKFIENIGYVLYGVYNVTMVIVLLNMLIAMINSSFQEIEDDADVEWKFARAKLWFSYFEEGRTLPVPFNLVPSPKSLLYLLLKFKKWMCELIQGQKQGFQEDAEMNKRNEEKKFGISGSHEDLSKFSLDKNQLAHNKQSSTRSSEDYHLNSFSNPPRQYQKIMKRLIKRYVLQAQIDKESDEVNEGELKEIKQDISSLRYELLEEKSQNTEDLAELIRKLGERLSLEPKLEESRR
TRPC6 act = activates the mouse TRPC6 cation channel; Q61143; HEK293-TRPC6 membrane potential dye fluorescence; stronger effect = higher value; B-score at 10 µM; hit rate 0.13% among 310,000;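 active = B-score of the integrated fluorescence ratio above library mean plus 3 SD, and starting fluorescence ratio within library mean plus 5 SD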;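 also: higher score means more depolarization so channel activation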
HDAC3 inh = blocks human histone deacetylase 3; O15379; recombinant HDAC3, fluorogenic peptide/trypsin coupled, fluorescence; inhibition, % at 8.3 µM; hit rate 0.15% among 320,000; in the data active = inhibition above about 26%, passing the limit was not always enough; inconclusive = no clear call, values can overlap the other calls
MrgX1 antagonist = blocks BAM8-22 activation of human MrgX1 receptor; Q96LB2; MRGX1-HEK293 calcium flux, Fluo-4, BAM8-22 antagonism; stronger effect = lower value; B-score at 10 µM; hit rate 1.3% among 310,000;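 active = calcium-response B-score plate-corrected more than 3 library SD below zero, starting fluorescence within 5 deviations, no agonist response on first addition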;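 also: peak minus trough fluorescence over baseline after final BAM8-22 challenge near maximal dose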
MrgX1 allo act = allosterically activates human MrgX1 receptor signaling; hit rate 0.63% among 310,000; Q96LB2; MrgX1-HEK293, Fluo-4 calcium flux, FDSS; stronger effect = higher value; B-score at 10 µM;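 active = plate-corrected calcium response at least 3 library SD above typical, normal starting fluorescence, not activating the receptor alone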;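 also: compound read alongside a low EC10 to EC30 dose of BAM8-22 agonist; peak minus trough fluorescence over baseline measured at the second addition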
RGS4 inh = inhibitors of human RGS4; P49798; HEK293 M3R/RGS4 inducible, Fluo-4 calcium flux; stronger effect = higher value; triggered by carbachol at its EC20; B-score at 10 µM; hit rate 0.45% among 310,000; AID 463165;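 active = B-score, a plate-corrected calcium signal, over three deviations above library mean, with baseline fluorescence within five deviations of library mean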;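 also: RGS4 expression induced by doxycycline in cells with stable M3 receptor; B-score is computed from the integrated fluorescence ratio over baseline after carbachol; higher B-score means a larger calcium signal and so more RGS4 inhibition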
Target sequence (P49798 whole entry, looked up): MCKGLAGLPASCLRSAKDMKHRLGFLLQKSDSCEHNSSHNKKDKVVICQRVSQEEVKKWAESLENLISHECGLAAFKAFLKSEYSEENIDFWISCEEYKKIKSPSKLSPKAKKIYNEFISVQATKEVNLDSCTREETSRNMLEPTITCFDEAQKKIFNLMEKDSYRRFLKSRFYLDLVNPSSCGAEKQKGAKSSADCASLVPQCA
MrgX1 ag = agonists of human MrgX1 receptor; B-score at 10 µM; Q96LB2; hit rate 0.44% among 310,000; MrgX1-HEK293 cells, Fluo-4 calcium fluorescence, agonist mode; stronger effect = higher value; AID 588627;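 active = calcium response B-score plate-corrected fluorescence ratio at least 3 library SD, with starting fluorescence B-score inside 5 SD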
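Material – MrgX1-expressing HEK293 cells · Input – 15,000 cells seeded per well · Dosing – compound as first of three additions · Times – overnight seeding, then 1 h dark dye loading · Measured by – kinetic Fluo-4 NW fluorescence of intracellular calcium · Read-out – B-scored fluorescence response ratio · Benchmarks – positive and negative control wells on each plate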
RGS4 act = potentiators or activators of RGS4 | hit rate 0.92% among 310,000 | HEK293 M3R/inducible RGS4, carbachol calcium flux Fluo4; stronger effect = lower value | B-score at 10 µM;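 active = B-score of the integrated calcium signal more than 4 SD below the library mean, with starting fluorescence not abnormally high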;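 also: negative B-score means reduced calcium response which marks RGS4 activation or potentiation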
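test system = M3R-expressing HEK293 line, RGS4 induced by doxycycline | probe or stimulus = carbachol at ECmax as muscarinic agonist stimulus | timing = dye loading 30 min 37 °C, buffer rest 30 min RT | signal = calcium dye Fluo4 fluorescence | evaluation = B score from integrated fluorescence ratio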
Numbers without * were called inactive; i = inactive; ? = inconclusive; . = not tested or not shown.

canonical_smiles | ANO1 activ | ANO1 block | SKKanGAS inh | TRPC6 inhibitor | TRPC6 act | HDAC3 inh | MrgX1 antagonist | MrgX1 allo act | RGS4 inh | MrgX1 ag | RGS4 act
CCN1CCN(c2nc(-c3ccccc3)c3ccccc3n2)CC1 | i | i | -10 | i | i | -16 | i | i | i | i | -8.6*
C/C(=N/NC(=O)CCc1ccccc1)c1ccc2c(c1)OCO2 | i | i | -14 | i | i | -5 | i | i | i | i | i
CCOC(=O)/C=C/C(=O)Nc1cccc([N+](=O)[O-])c1 | i | i | 4 | i | i | 0 | i | i | i | i | i
Cc1c(Cl)cccc1NC(=O)CCCn1cnc([N+](=O)[O-])n1 | i | i | -3 | i | i | . | i | i | i | i | i
O=C(Nc1cccc(F)c1)NC1(C(=O)N2CCN3CCCC3C2)CCCCC1 (stereo unspecified) | i | i | 3 | i | i | -6 | i | i | i | i | i
Cc1cc(C)cc(-n2nnnc2SCC(=O)Nc2cccc(NC(=O)c3ccco3)c2)c1 | i | i | 30 | i | i | -8 | i | i | i | i | i
N#Cc1c(Cl)nc(SCc2ccccc2)nc1-c1ccccc1 | . | i | . | . | . | 1 | i | i | . | i | .
CCN(CC)CCCN=Cc1c(O)n(-c2c(C)cccc2C)c(=O)c2ccccc12 | i | i | 7 | i | i | 4 | i | i | i | i | i
NC(=S)N/N=C/c1ccc(OC(=O)c2cccnc2)cc1 | i | i | -2 | i | i | 17 | i | i | i | i | i
CCn1c(=O)c(=O)n(CC)c2cc(S(=O)(=O)Nc3cccc(OC)c3)ccc21 | i | i | 2 | i | i | 8 | i | i | i | i | i
CC1CCCN(C(=O)c2ccc(NS(=O)(=O)c3ccc4[nH]c(=O)[nH]c4c3)cc2)C1 (stereo unspecified) | i | i | 26 | i | i | 4 | i | i | i | i | i
O=C(Nc1ccc2c(c1)OCO2)C(c1ccc(Cl)cc1)N1CCN(C(=O)c2ccco2)CC1 (stereo unspecified) | i | i | 7 | i | i | 6 | i | i | i | i | i
CCNC(=O)CC1C(=O)N(c2ccc(F)cc2)C(=O)N1Cc1cccs1 (stereo unspecified) | i | i | -12 | i | i | 0 | i | i | i | i | i
CNC(=O)C(=O)NCCCN1CCOCC1 | i | i | 2 | i | i | -4 | i | i | i | i | i
COc1ccc2c(c1)C(C)CC(C)(C)N2C(=O)CSc1nc2ccccc2s1 (stereo unspecified) | . | i | 25 | i | i | 5 | i | i | i | i | i
O=c1[nH]cnc2scc(-c3ccsc3)c12 | i | i | -7 | i | i | 2 | i | i | i | i | i
O=C(NC1CCCCC1)N(CCO)Cc1cc2cc3c(cc2[nH]c1=O)OCCO3 | i | i | -4 | i | i | -17 | i | i | i | i | i
CC(=O)n1cc(CO)c2ccccc21 | i | i | 1 | i | i | 4 | i | i | i | i | i
COCC(=O)Nc1nnc(SCC(=O)NCc2cccs2)s1 | i | i | -8 | i | i | 0 | i | i | i | i | i
COc1ccc2oc(C(=O)Nc3ccc(C)cn3)c(C)c2c1 | i | i | 22 | i | i | 17 | i | i | i | i | i

Next structures follow:
canonical_smiles | ANO1 activ | ANO1 block | SKKanGAS inh | TRPC6 inhibitor | TRPC6 act | HDAC3 inh | MrgX1 antagonist | MrgX1 allo act | RGS4 inh | MrgX1 ag | RGS4 act
CCc1nnc(NS(=O)(=O)c2ccc(NC(=S)NC(=O)c3ccc(F)cc3)cc2)s1 | i | i | 6 | i | i | 1 | i | i | i | i | i
CCCCN(CC)CCCNC(=O)c1cn(CC(C)C)c(=O)c2c1c1ccccc1n2C | i | i | -8 | i | i | -2 | i | i | i | i | i
Cc1ccc(Cl)cc1NS(=O)(=O)c1c(C)[nH]c(=O)[nH]c1=O | i | i | -1 | i | i | 5 | i | i | i | i | i
O=C(CCS(=O)(=O)c1ccc(Br)cc1)NCc1cccs1 | i | i | -4 | i | i | -3 | i | i | i | i | i
COc1ccc(OCCC(=O)N2CCN(C)CC2)cc1 | i | i | 11 | i | i | 9 | i | i | i | i | i
C=C1C(=O)O[C@H]2[C@H]1[C@@H](O)CC(=C)[C@@H]1CC(=O)[C@@H](C)[C@H]21 | i | i | 3 | i | i | 3 | i | i | 6.7* | i | i
CC1CCCC(C)N1C(=O)CSc1nnc(NC(=O)Cc2cccs2)s1 (stereo unspecified) | i | i | 4 | i | i | 7 | i | i | i | i | i
Cc1ccc(N2CC(C(=O)OCC(=O)NNC(=O)c3ccccc3)CC2=O)cc1 (stereo unspecified) | i | i | 1 | i | i | -5 | i | i | i | i | i
COc1ccc(CC2(CO)CCN(Cc3ccc(OC(F)(F)F)cc3)CC2)cc1 | i | i | -5 | i | i | 11 | i | i | i | i | i
CCCCNC(=O)CNC(=O)c1cccs1 | i | i | -4 | i | i | 2 | i | i | i | i | i
COc1ccc(OC)c(/C=C/C(=O)Nc2cccc(S(=O)(=O)N3CCCC3)c2)c1 | i | i | 6 | i | i | 0 | i | i | i | i | i
Cc1ccc(NC(=O)CN(C)C(=O)CSc2nncn2C)cc1 | i | i | -5 | i | i | 5 | i | i | i | i | i
CCCNS(=O)(=O)c1ccc(OCC(=O)N2CCC(C(=O)OCC)CC2)cc1 | i | i | -7 | i | i | -7 | i | i | i | i | i
CN=C(Nc1cccc(Cl)c1)SC1CC(=O)N(c2ccc(OC)cc2)C1=O (stereo unspecified) | i | i | 6 | i | i | 12 | i | i | i | i | i
Cc1cccc(/C=N/NC(=O)c2cccc(NC(=O)c3ccccc3)c2)n1 | i | i | -2 | i | i | 3 | i | i | i | i | i
O=C(c1cn(-c2ccccc2)nc1-c1cccs1)N1CCN(c2ccc(F)cc2)CC1 | i | i | 33 | i | i | 19 | i | i | i | i | i
CCSc1nc2ccc(C)cc2cc1C#N | i | i | -3 | i | i | 4 | i | i | i | i | i
CCC(C(=O)Nc1nccs1)(C(F)(F)F)C(F)(F)F | i | i | 0 | i | i | 8 | i | i | i | i | i
O=C(O)CCCCCNC(=O)OCC1c2ccccc2-c2ccccc21 | . | i | 0 | i | i | -3 | i | i | i | i | i
COc1ccc(C2CC(=O)C(C=NCCN3CCOCC3)=C(O)C2)cc1 (stereo unspecified) | i | i | -5 | i | i | -2 | i | i | i | i | i

(continued)
canonical_smiles | ANO1 activ | ANO1 block | SKKanGAS inh | TRPC6 inhibitor | TRPC6 act | HDAC3 inh | MrgX1 antagonist | MrgX1 allo act | RGS4 inh | MrgX1 ag | RGS4 act
CC(C)=CCc1c(O)c(CC=C(C)C)c2c(c1O)-c1cc(O)c(O)cc1CC2 | . | i | 18 | i | i | 1 | i | i | i | i | i
CCn1c(CC(=O)Nc2ccc(C)c(Cl)c2)nnc1SCc1ccc(Cl)c(Cl)c1 | i | i | -4 | i | i | 1 | i | i | i | i | i
Cc1ccc(NS(=O)(=O)c2cc(OCC(N)=O)c(C)cc2Cl)cc1 | i | i | -5 | i | i | 2 | i | i | i | i | i
COC(=O)CSc1ccccc1C(=O)OC | i | i | -3 | i | i | 0 | i | i | i | i | i
COC(=O)c1cn(C(=O)c2ccc(OC)c(OC)c2)c2ccccc12 | i | i | -8 | i | i | 8 | i | i | i | i | i
Cc1ccc2oc(=O)n(CCCOc3ccccc3C)c2c1 | i | i | 20 | i | i | 3 | i | i | i | i | i
COc1ccc(N2CCN(C(=O)CN(c3ccccc3)S(C)(=O)=O)CC2)cc1 | i | i | -4 | i | i | 1 | i | i | i | i | i
COc1ccc(CC(=O)N2CCN(c3ccc(C4=NNC(=O)CC4C)cc3)CC2)cc1 (stereo unspecified) | i | i | -1 | i | i | 3 | i | i | i | i | i
CC(C)NC(=O)C1c2ccccc2Oc2ccccc21 | i | i | 2 | i | i | 1 | i | i | i | i | i
NC(=O)C1(N2CCCCC2)CCN(C(=O)CSc2nc3ccccc3s2)CC1 | i | i | 3 | i | i | -4 | i | i | i | i | i
N#Cc1c(-c2ccccc2)ccn(Cc2ccc(Cl)cc2)c1=O | i | i | -6 | i | i | 10 | i | i | i | i | i
COc1ccc(CN(Cc2cccn2C)S(=O)(=O)c2ccccc2)cc1 | i | i | 0 | i | i | 4 | i | i | i | i | i
COc1ccc(C(=O)NCC(=O)Nc2ccc(-c3ccccc3)cc2)cc1 | i | i | -7 | i | i | -2 | i | i | i | i | i
CCOC(=O)C1CCN(S(=O)(=O)c2cc3c4c(c2)C(C)C(=O)N4CCC3)CC1 (stereo unspecified) | i | i | -1 | i | i | -3 | i | i | i | i | i
Cc1cccnc1NC(=O)CCn1c(=O)oc2ccccc21 | i | i | 2 | i | i | 3 | i | i | i | i | i
Clc1ccc2oc(-c3ccccn3)nc2c1 | i | i | 1 | i | i | -24 | i | i | i | i | i
CCCCCCn1c(COc2ccccc2F)nnc1SCC(=O)N1c2ccccc2NC(=O)C1(C)C | i | i | 28 | i | i | 5 | i | i | i | i | i
COC(=O)C1C(=O)OC(C)(C)C1C(C)C(=O)c1ccc(C)cc1C (stereo unspecified) | i | i | 2 | i | i | -3 | i | i | i | i | i
COc1ccccc1CNC(=O)[C@@H](NC(=O)C1CCN(C(=O)[C@@H]2CCCN2)CC1)C(C)C | i | i | 2 | i | i | -1 | i | i | i | i | i
O=C(c1cc2c(F)cccc2s1)N1CCCC1 | i | i | -12 | i | i | 3 | i | i | i | i | i

(listing goes on)
canonical_smiles | ANO1 activ | ANO1 block | SKKanGAS inh | TRPC6 inhibitor | TRPC6 act | HDAC3 inh | MrgX1 antagonist | MrgX1 allo act | RGS4 inh | MrgX1 ag | RGS4 act
CCSC(SCC)[C@H](O)[C@@H](O)[C@H](O)[C@H](O)CO | i | i | -4 | i | i | -4 | i | i | i | i | i
COc1cccc(NC(=O)c2ncn[nH]2)c1 | i | i | 2 | i | i | 4 | i | i | i | i | i
COc1cccc(-n2c(SCC(=O)Nc3cc(C)on3)nc3c([nH]c4ccccc43)c2=O)c1 | i | i | 22 | i | i | ? | i | i | i | i | i
CC(C)(C)NC(=O)NC(=O)COc1ccccc1C#N | i | i | -6 | i | i | 2 | i | i | i | i | i
CC(=O)c1ccc(NC(=O)Cn2c3ccccc3c3nc(=O)cc(C)n32)cc1 | i | i | 4 | i | i | -11 | i | i | i | i | i
Cc1ccc(O)c(NC(=O)c2ccc3c(c2)C(=O)N(Cc2cccnc2)C3=O)c1 | i | i | 4 | i | i | 4 | i | i | i | i | i

Bioassay records as filed in PubChem.

Not a hit list, and some 6.7% of all compounds hit somewhere here.
